GPR151 activ: activators of human GPR151, primary screen, cell-based, PathHunter beta-arrestin, luminescence | G-protein coupled receptor 151 (Homo sapiens), Q8TDV0 | PathHunter beta-arrestin GPR151 cells | activation, % at 11.2 µM | 650,000 tested, 1% active | AID 1508602, 2020; in the data active = activation above about 4.9%;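 note: 0% = median of compound wells and 100% = cells with positive control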
Target sequence (Q8TDV0 whole entry, looked up): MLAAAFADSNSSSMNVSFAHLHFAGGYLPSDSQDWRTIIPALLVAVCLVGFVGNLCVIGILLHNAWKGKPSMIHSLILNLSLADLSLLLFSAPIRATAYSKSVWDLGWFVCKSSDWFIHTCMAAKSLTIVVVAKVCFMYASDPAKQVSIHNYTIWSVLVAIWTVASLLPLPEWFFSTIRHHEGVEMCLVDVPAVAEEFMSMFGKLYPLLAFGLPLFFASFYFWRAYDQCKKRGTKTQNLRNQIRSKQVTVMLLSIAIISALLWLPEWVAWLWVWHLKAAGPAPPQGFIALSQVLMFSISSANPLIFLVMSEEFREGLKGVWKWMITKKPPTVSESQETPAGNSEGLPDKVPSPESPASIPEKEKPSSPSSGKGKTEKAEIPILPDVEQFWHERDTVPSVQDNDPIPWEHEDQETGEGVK
TEAD-YAP block: TEAD-YAP interaction inhibition, primary screen, TEAD-YAP interaction inhibitor project, luminescence, HEK-TIYL cells; TEAD-Gal4/YAP UAS-luciferase luminescence; inhibition, % at 9.12 µM; 640,000 tested, 1.4% active; in the data active = inhibition above about 32%;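 note: 0% = median of test compound wells and 100% = reference inhibitor wells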
MITF inh: MITF inhibitors, primary screen, biochemical, AlphaScreen, human; 650,000 tested, 0.91% active; inhibition, % at 2.6 µM; AlphaScreen MITF homodimerization, bead proximity signal; Microphthalmia-associated transcription factor (Homo sapiens), O75030; in the data active = inhibition above about 50%;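 note: 0% = vehicle wells with protein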
Target sequence (O75030 whole entry, looked up): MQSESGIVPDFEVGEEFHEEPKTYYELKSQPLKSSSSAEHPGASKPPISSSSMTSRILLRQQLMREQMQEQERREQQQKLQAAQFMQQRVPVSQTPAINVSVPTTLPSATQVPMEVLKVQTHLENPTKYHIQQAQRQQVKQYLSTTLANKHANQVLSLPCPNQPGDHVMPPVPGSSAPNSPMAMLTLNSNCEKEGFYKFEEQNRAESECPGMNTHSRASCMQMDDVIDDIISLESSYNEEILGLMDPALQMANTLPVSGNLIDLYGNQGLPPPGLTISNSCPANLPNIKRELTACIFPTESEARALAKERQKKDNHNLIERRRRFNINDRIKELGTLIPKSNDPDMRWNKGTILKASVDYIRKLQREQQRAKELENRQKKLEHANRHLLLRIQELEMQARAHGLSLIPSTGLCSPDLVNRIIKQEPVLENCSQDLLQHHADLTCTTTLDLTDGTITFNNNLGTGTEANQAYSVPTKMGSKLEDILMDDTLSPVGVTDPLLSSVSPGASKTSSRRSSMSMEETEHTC
FBW7 act: FBW7 E3 ligase activators, primary screen, biochemical, AlphaScreen, human; normalized activity (activation), % at 26.1 µM; 650,000 tested, 0.13% active; AlphaScreen FBW7–phospho-cyclin E peptide binding, activator screen; in the data active = normalized activity above about 1.9%;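 note: purified mutant Fbw7 with reduced substrate affinity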
* hit, by the source's call; i = inactive; . = no result given.

SMILES	GPR151 activ	TEAD-YAP block	MITF inh	FBW7 act
CCOc1ccc(CN2CCNC(=O)C2CC(=O)NC2CCCCCC2)cc1 (centres undefined)	-1.4	-3	1	-0.1
CCOC(=O)c1cnc2c(OC)cccc2c1Nc1ccccc1C(=O)OC	0.3	-15	-1	0.1
NC(=O)C1CCN(C(=O)c2ccc3c(=O)n(C4CCCCC4)c(SCC(=O)c4ccc(Cl)cc4)nc3c2)CC1	-0.9	-4	12	0.1
Nc1nc(Nc2ccc3ncccc3c2)nc2c1ncn2C1CCCCC1	-2.2	-5	-15	0.1
COC(=O)c1ccccc1NC(=O)CCn1cccc1	-0.1	4	7	-0.3
Cn1c(=O)c2c(nc(N3CCOCC3)n2CC(O)COc2ccccc2)n(C)c1=O (centres undefined)	1.8	4	5	-0.1
Cc1ccc2cc(CN(Cc3ccco3)C(=O)C(F)(F)F)c3nnnn3c2c1	-0.4	2	11	0.8
COc1ccc(-n2nc(C(=O)NCC(=O)NCCCN3CCC(C)CC3)c3ccccc3c2=O)c(OC)c1	-0.8	-5	-10	-0.1
Cc1ccc(OCCN(C)S(=O)(=O)c2ccc3ccccc3c2)cc1	0.0	6	1	0.1
CCOC(CNC(=O)c1csc2c1CCCC2)OCC	0.8	-3	1	-0.2
COC(=O)c1ccc(/C=C/C(=O)c2ccc(S(=O)(=O)N3CCC(C)CC3)cc2)cc1	-1.6	1	24	0.4
CC(=O)N1CCN(C(=O)c2ccc(Nc3nccc(-c4ccccc4)n3)cc2)CC1	0.5	-25	15	-0.2
COc1ccc2cc(C#N)c(SCC(=O)Nc3cccc([N+](=O)[O-])c3)nc2c1	-0.7	5	6	0.0
COc1ccccc1C/C(N)=N/OC(=O)c1ccccc1Cl	0.4	-51	-2	0.0
CCn1cc(SCC(=O)Nc2ccc3c(c2)OCO3)c2ccccc21	-1.9	-3	-6	0.0
Cc1ccc(-c2nnc(Nc3cccc(Br)c3)c3ccccc23)cc1S(=O)(=O)NCCO	-0.1	-2	-4	0.1
Cc1ccc(NC(=O)c2ccc(F)c(S(=O)(=O)N3CCOCC3)c2)cc1F	0.8	-12	-4	-0.1
Cc1ccc(CCNC(=O)Cn2nc(-c3ccc(Cl)cc3)ccc2=O)cc1	1.0	2	16	1.1
CC(C)(C)SCCNC(=O)/C=C/c1ccc([N+](=O)[O-])cc1	-0.9	-17	11	-0.1
COc1cc(C=Nc2cccc([N+](=O)[O-])c2C)ccc1OC(C)=O	0.9	-1	-10	-0.1
O=C(Cc1ccc([N+](=O)[O-])cc1)N1CCCCCC1	1.4	-5	6	0.1
CCOc1ccccc1C1CC(c2ccccc2)Nc2ncnn21 (centres undefined)	0.6	7	6	0.0
COC(=O)[C@H](Cc1ccccc1)NC(=O)C1CC(Cc2ccccc2)=NO1 (some centres undefined)	0.4	11	17	0.1
CC(C)(C)Nc1nc(=S)nc(N2CCOCC2)[nH]1	2.5	-4	-8	-0.2
COc1ccc(C2(C(=O)Nc3ccc(C(=O)NC(C)(C)C)cc3)CCOCC2)cc1	-0.7	-1	-16	0.0
CC(C)CN(Cc1cc2ccccc2[nH]c1=O)C(=O)c1ccncc1	0.5	3	-5	0.1
COc1ccc(N2CCN(C(=O)C3CCN(C(=O)c4ccccc4C)CC3)CC2)cc1	0.1	5	6	-0.1
CCOc1ccc(CCNS(=O)(=O)c2ccc(C3CCCCC3)cc2)cc1OCC	-1.2	-4	1	0.1
CC(C)(C)NC(=O)c1cc(-c2ccccc2)on1	1.4	-61	8	0.8
O=C(CSc1ccccn1)Nc1ccc(-c2nc3cc(NC(=O)CSc4ccccn4)ccc3o2)cc1	2.3	-4	8	-0.1

Structural class, the entries above containing a tert-butyl group.
SMILES	GPR151 activ	TEAD-YAP block	MITF inh	FBW7 act
CC(C)(C)SCCNC(=O)/C=C/c1ccc([N+](=O)[O-])cc1	-0.9	-17	11	-0.1
CC(C)(C)Nc1nc(=S)nc(N2CCOCC2)[nH]1	2.5	-4	-8	-0.2
COc1ccc(C2(C(=O)Nc3ccc(C(=O)NC(C)(C)C)cc3)CCOCC2)cc1	-0.7	-1	-16	0.0
CC(C)(C)NC(=O)c1cc(-c2ccccc2)on1	1.4	-61	8	0.8

(list continues)
SMILES	GPR151 activ	TEAD-YAP block	MITF inh	FBW7 act
COc1ccc(Cn2c(O)c(C=NCc3ccccn3)c3ccccc3c2=O)cc1	0.4	-3	17	0.0
COc1ccc(/C=N/N=C2/SC(CC(=O)O)C(=O)N2c2ccc(O)cc2)cc1 (centres undefined)	0.3	3	14	0.1
COc1cccc(CN2CCC(C(=O)Nc3ccc(Oc4cccnc4)cc3)CC2)c1	-1.3	7	4	0.0
CCOc1ccc(S(=O)(=O)n2c([N+](=O)[O-])cnc2C)c(C)c1C	0.4	-6	1	0.0
Cc1cc(NC(=O)NC(=O)c2ccccc2)n[nH]1	-3.2	-72	-5	0.0
COc1ccc(NS(=O)(=O)c2ccc(-c3ccccc3)cc2)cc1	0.1	-2	4	-0.1
CCN1C(=O)c2ccccc2S(=O)c2ccc(C(=O)N3CCCCC3)cc21 (centres undefined)	1.3	-4	3	-0.2
O=C(NCc1ccccc1)c1cc(N2CCN(c3ccccn3)CC2)nc2ccccc12	2.8	-2	-9	0.0
COC(=O)c1ccc(C2Oc3c(OC)cccc3C3CC(c4ccc(OC)cc4)=NN32)cc1 (centres undefined)	-0.7	-43	-4	-0.2
Cc1cc(OCCN2CCCC2)ccc1[N+](=O)[O-]	0.7	-5	24	-0.2
CCOC(=O)c1c(C)[nH]c(C(=O)COC(=O)CCc2c[nH]c3ccccc23)c1C	1.4	-11	-3	-0.1
O=C(c1ccc(-c2ccccc2)cc1)c1ccccc1C(=O)N1CCOCC1	0.6	-8	15	0.1
COCCN(C(=O)COc1ccccc1)c1nc(-c2ccc(OC)cc2)cs1	0.3	-13	-12	0.1
CCOc1ccc(C=Nc2ccc([N+](=O)[O-])cc2)cc1	1.4	1	4	0.0
COc1cccc(C=Nc2ccc(S(=O)(=O)Nc3ccccn3)cc2)c1	-0.8	6	2	0.1
Cc1sc(NC(=O)CN2CCN(c3ccccc3)CC2)c(C#N)c1C	0.8	-3	-6	-0.2
Cc1ccc(CNC(=O)c2cc(S(=O)(=O)N3CCc4ccccc43)ccc2Sc2ccc(F)cc2)cc1	0.1	5	-6	0.1
C=CCNC(=O)c1c(N)n(CCc2cccc(OC)c2)c2nc3ccccc3nc12	-2.3	-12	7	0.6
COc1cccc(-c2ccc(NCCN3CCOCC3)nc2)c1	0.2	-4	-5	0.0
COCCNC(=O)c1sc(-n2cccc2)nc1C	0.2	2	8	0.4
COc1ccccc1CNC(=O)CCn1cccc1	-0.5	11	7	-0.1
Cc1ccccc1NC(=O)C1CCCCN1S(=O)(=O)c1ccc(Cl)s1 (centres undefined)	0.0	11	13	0.2
O=C(N/N=C/c1cccnc1)c1cc(Cl)ccc1Cl	2.6	12	-20	-0.1
CCOC(=O)N(C)c1ccc(C(O)(C(F)(F)F)C(F)(F)F)cc1	0.9	-4	-10	0.2
CC1CN(CCC(=O)N2CCN(C3CCCC3)C(=O)C2)Cc2cc(Cl)ccc2O1 (centres undefined)	1.1	11	-1	-0.1
O=C(NCCOc1ccccc1)c1ccc(-c2ccccc2)s1	-4.2	-15	3	0.2
CC(C)c1nnc(NC(=O)c2ccccc2)s1	-4.5	-24	-7	-0.1
CC(C)n1cnc2c(NCc3nc4ccccc4[nH]3)nc(Cl)nc21	1.5	62*	2	0.1
CCOc1ccc(CC(=O)N2CCN(S(=O)(=O)c3cc4c5c(c3)CCC(=O)N5CCC4)CC2)cc1	0.1	26	10	0.1
CN(C)S(=O)(=O)c1ccc(C(=O)NCC(=O)NN)cc1	0.1	2	-21	0.1
O=C(O)CC1(CC(=O)Nc2cscc2S(=O)(=O)c2ccccc2)CCCCC1	1.7	-2	11	-0.1
Cc1ccc2c(c1)c1c3n2CCN(C(=O)C2CC2)C3CCC1 (centres undefined)	1.6	-27	-1	-0.2
Cc1cccc(NC(=O)CNS(=O)(=O)c2ccc(Br)s2)c1	-0.3	3	7	-0.1
CC(C)(C)NC(=O)NC(=O)COC(=O)c1c2ccccc2cc2ccccc12	-0.3	11	-1	0.5
Cc1ccc(C2=NN(CC(=O)N3CCCCC3)C(=O)CC2)cc1	0.2	2	5	0.1
CC(=O)N(C1=C(N2CCCC2)C(=O)c2ccccc2C1=O)C1CCCCC1	-1.1	-8	-1	-0.1
CC[N+](CC)(CC)CCC(O)(c1ccccc1)C1CCCCC1 (centres undefined)	-1.3	.	23	0.2
O=C(NC1CC1)c1ccc2nc(-c3cccs3)sc2c1	-4.5	-37	5	-0.1
COc1cccc(C(=O)Nn2c(-c3cccs3)nc3ccccc3c2=O)c1OC	-0.4	22	12	0.4
O=C(N=C1N=C2C=CC=CN2Cc2ccccc21)c1ccc(F)cc1	-6.2	-58	5	0.0
CC(/C=N/NS(=O)(=O)c1ccc(Br)cc1)=C\c1ccccc1	-0.3	8	11	-0.2
COc1ccc(CCNc2ccnc(NCc3cccnc3)n2)cc1	-1.8	9	1	-0.2
COCCOC(=O)c1c(C)oc2cc(Br)c(O)cc12	0.5	-56	2	0.2
Cc1cncc(NC(=O)c2cccc(-n3cc(OC(=O)Nc4ccccc4)cn3)c2)c1	-1.0	-20	1	-0.1
O=CC12c3ccccc3C(c3ccccc31)C1C(=O)N(c3ccc(Cl)cc3)C(=O)C12 (centres undefined)	-0.1	44*	0	0.0
CCCCCCCCSc1nc(NC(C)=O)nn1C(C)=O	3.9	2	7	0.3
COc1cc(C=C2C(=O)NC(=S)NC2=O)cc(Cl)c1OCc1cccc(C(=O)O)c1	-0.9	-27	23	0.1
O=C(O)c1ccc(NC(=O)C2CC(=O)N(CCc3ccccc3)C(=Nc3cc(Cl)cc(Cl)c3)S2)cc1 (centres undefined)	-1.8	-4	26	0.5
O=C1COc2cc(S(=O)(=O)NCc3ccc(Cl)cc3)c(Cl)cc2N1	1.5	-7	-1	0.1
COc1ccc2ccccc2c1C1C(C(N)=O)=C(C)N=C2SCC(=O)N21 (centres undefined)	0.1	4	10	1.1

Quoted at random: 7 records from the list.
SMILES	GPR151 activ	TEAD-YAP block	MITF inh	FBW7 act
O=C1COc2cc(S(=O)(=O)NCc3ccc(Cl)cc3)c(Cl)cc2N1	1.5	-7	-1	0.1
COc1ccc(CCNc2ccnc(NCc3cccnc3)n2)cc1	-1.8	9	1	-0.2
Cc1cncc(NC(=O)c2cccc(-n3cc(OC(=O)Nc4ccccc4)cn3)c2)c1	-1.0	-20	1	-0.1
CCCCCCCCSc1nc(NC(C)=O)nn1C(C)=O	3.9	2	7	0.3
COc1ccc2ccccc2c1C1C(C(N)=O)=C(C)N=C2SCC(=O)N21 (centres undefined)	0.1	4	10	1.1
O=CC12c3ccccc3C(c3ccccc31)C1C(=O)N(c3ccc(Cl)cc3)C(=O)C12 (centres undefined)	-0.1	44*	0	0.0
COc1cc(C=C2C(=O)NC(=S)NC2=O)cc(Cl)c1OCc1cccc(C(=O)O)c1	-0.9	-27	23	0.1

Carrying on.
SMILES	GPR151 activ	TEAD-YAP block	MITF inh	FBW7 act
CS(=O)(=O)c1nc(Br)n[nH]1	0.5	2	-14	0.0
Cc1ccc(S(=O)(=O)N(CC(=O)Nc2ccc(C(N)=O)cc2)c2cccc(C)c2)cc1	0.9	7	i	-0.1
CC(C)NS(=O)(=O)c1ccc2c(c1)OCCO2	1.0	9	-4	-0.1
Cn1c(SCc2ccccc2)nnc1C1CCCN1C(=O)C1CCCO1 (centres undefined)	-0.5	8	4	-0.1
CN(C)CCCNC(=O)c1ccc(Cl)cc1Cl	-0.1	-6	-9	0.0
O=C(NCc1ccco1)c1cc(-c2cccc(Cl)c2)on1	0.3	-26	-2	-0.1
N#C/C=C/N1CCN(C/C=C/c2ccccc2)CC1	2.8	3	1	-0.2
CC(=O)N1CCN(c2nc(CN(C)C3CCCCC3)nc3ccccc23)CC1	1.1	-2	2	-0.3
CC12CC3(C)CC(N)(C1)CC(C(=O)O)(C2)C3	1.4	-4	-1	-0.1
O=C(NCc1ccccc1)C1CCN(c2ccc(NCc3cccnc3)nn2)CC1	-1.5	-2	-2	0.6
COc1ccc(C(=S)N2CCOCC2)cc1OC(=O)c1ccc([N+](=O)[O-])cc1	-1.8	4	8	0.6
CN1CCN(C(=O)C2CC3CCCN3C23C(=O)N(C)c2ccccc23)CC1 (centres undefined)	1.0	-4	5	0.0
N#Cc1c(SCc2ccc(Cl)c(Cl)c2)nc2c(c1-c1ccccc1)CCCC2	2.1	6	-4	0.1
CC(=O)Nc1ccc(NC(=O)c2csc(Nc3ccncn3)n2)cc1	0.8	9	3	-0.2
O=C(NCc1ccccc1)/C(=C\c1ccc(O)cc1)NC(=O)c1ccco1	0.9	-14	-18	0.0
O=C(OCc1cccc2ccccc12)C1CC(=O)N(c2ccccc2)C1 (centres undefined)	1.6	-7	-11	0.1
O=C(NC1CCCC1)C(c1cc2c(cc1[N+](=O)[O-])OCO2)N1CCC2(CC1)OCCO2 (centres undefined)	0.3	-1	8	0.0
COC(=O)c1ccc(C(=O)OC)c(NS(=O)(=O)c2ccc(OC)c(Cl)c2Cl)c1	9.5*	-6	12	1.0
CCOC(=O)C1=C(C)N=c2s/c(=C\c3ccc(OCC(=O)OC)c(OCC)c3)c(=O)n2C1c1ccccc1OC(C)C (centres undefined)	2.0	5	13	0.1

Compound activity (PubChem BioAssay)
